# All columns: NCI-60 one-dose screen, growth in % after 48 h at 10 µM unless noted; 100 = growth as untreated, 0 = no growth, -100 = all killed.
# M14 = M14 melanoma | 6.2% of 80,000 active
# A549/ATCC = A549/ATCC NSCLC; 3.7% of 81,000 active; AID 1794740
# EKVX = EKVX NSCLC; 3% of 71,000 active; AID 1794765
# SK-MEL-5 = SK-MEL-5 melanoma | 6.4% of 80,000 active | AID 1794755
# SK-MEL-2 = SK-MEL-2 melanoma | 4.7% of 77,000 active | AID 1794763
# MALME-3M = MALME-3M melanoma; 5.8% of 78,000 active; AID 1794766
# UACC-257 = UACC-257 melanoma; 4.4% of 78,000 active; AID 1794764
# UACC-62 = UACC-62 melanoma; 5.4% of 81,000 active; AID 1794756
# Numbers without * were called inactive; · = no result given; [ ] = another dose, or the depositor's remark. Rule for the calls: active = growth percent below 10; inactive = the rest. Random draw from the library, and some 9.8% of all compounds hit somewhere here.
SMILES,M14,A549/ATCC,EKVX,SK-MEL-5,SK-MEL-2,MALME-3M,UACC-257,UACC-62
O=C(O)c1c(O)ccc(N=Nc2ccc(N=Nc3ccc4c(S(=O)(=O)O)cccc4c3O)c3ccccc23)c1O,110.9,110.4,109.7,109.6,103.0,93.1,117.8,106.8
CC1=NCCc2ccccc21,96.9,102.3,102.4,105.9,110.6,84.6,·,·
Cc1nc(-c2ccc(Cl)cc2)ccc1-c1nnc(SCC(C)C)o1,98.2,98.6,95.2,99.7,110.2,100.9,97.8,92.8
O=c1nc(N2CCOCC2)oc2c(-c3cccs3)cccc12,99.1,94.2,85.9,86.7,107.1,83.9,96.3,79.1
COc1ccccc1NC(=O)Nc1ccc(-c2nc3ccccc3o2)cc1,102.1,82.2,92.8,92.6,130.4,95.3,100.6,98.7
COc1cc(CNC(=O)CCCC/C=C/C(C)C)ccc1OCc1cn(-c2ccc(C(F)(F)F)cc2)nn1,97.5,49.0,88.3,97.1,95.1,99.7,98.2,84.3
COc1ccc2cc(-c3ccc(C(=O)N/N=C/c4ccc(C#N)cc4)c(C)n3)ccc2c1,·,93.9,107.1,105.3,101.1,95.7,112.7,100.7
C[C@]1(CO)O[C@H](n2cc(F)c(=O)[nH]c2=O)C[C@@H]1O,101.3,70.3,104.2,98.7,93.2,105.2,·,93.3
O=C(NCCNc1nccc(-n2ccc3cccnc32)n1)c1ccc(C(F)(F)F)cc1,101.8,101.7,94.2,101.4,107.8,107.5,107.9,94.6
CCOCCOC(=O)c1ccccc1Cl,104.1,109.8,116.0,99.3,108.3,103.4,107.2,103.5
CSc1nc(C)c([N+](=O)[O-])c(N)n1,91.8,76.2,102.1,101.9,109.4,104.2,84.7,98.0
c1ccc2c(c1)ccc1c2nnc2nnnn21,97.6,109.2,32.1,87.4,112.1,111.7,115.2,90.9
C=CCC(C#N)(NC(C)=O)C(=O)OCC (stereo unspecified),104.3,104.1,105.6,96.0,·,75.9,93.8,102.0
C#CCNC(=O)[C@]12CC[C@@H](C(=C)C)[C@@H]1[C@H]1CC[C@@H]3[C@@](C)(CCC#N)[C@H](C(=C)C)CC[C@@]3(C)[C@]1(C)CC2,67.1,58.5,65.3,78.1,70.2,79.5,69.5,66.9
CCC(C)c1ccc(OCC(C)OC(=O)Cc2ccccc2)cc1 (stereo unspecified),98.4,76.1,109.9,98.5,102.0,91.0,86.1,·
COc1cc(Nc2ncnc(Nc3ccc4c(n3)NC(=O)C(C)(C)O4)n2)cc(OC)c1OC,40.0,-23.1*,·,48.2,46.5,28.2,30.2,20.3
Oc1ccc(Nc2ccccc2)cc1,103.6,111.3,81.6,83.0,125.4,70.7,110.4,·
CCN1CCN(CCNc2nccc(-c3c(-c4cccc(OC)c4)nc4occn34)n2)S1(=O)=O,40.0,101.0,90.9,60.5,93.6,6.1*,52.7,27.5
CCCNC(=O)c1cn2ncnc(Nc3cc(C(=O)NC4CC4)ccc3C)c2c1C,92.4,63.3,87.2,38.2,·,3.4*,65.6,49.1
CCN1C(=O)N(c2ccccc2)C2NC(=S)N(/N=C/C=C/c3ccccc3)C21 (stereo unspecified),0.9*,24.9,23.2,3.1*,16.8,45.8,39.5,20.0
O=C(c1ccc(O)cc1)C1[C@H](c2ccccc2Br)[C@@H](c2ccccc2)NC12C(=O)Nc1ccccc12 (stereo partly specified),58.6,22.9,28.3,28.1,-3.4*,71.6,45.8,31.9
CC1(C)CC[C@]2(C(=O)N[C@@H](Cc3ccccc3)C(=O)O)CC[C@]3(C)C(=CC[C@@H]4[C@@]5(C)Cc6c([nH]c7ccccc67)C(C)(C)[C@@H]5CC[C@]43C)[C@@H]2C1,75.1,50.9,88.1,85.3,74.5,92.3,80.2,68.3
O=C(CCCC(=O)N/N=C/c1cccc(O)c1)N/N=C\c1cccc(O)c1,100.7,99.5,115.3,108.6,93.3,139.7,98.6,93.6
CC(C)C[C@H]1[C@@H]2O[C@@H]2[C@H](CC(C)C)N(Cc2ccccc2)S(=O)(=O)N1Cc1ccccc1,89.6[5 µM],85.9[5 µM],67.6[5 µM],74.5[5 µM],86.4[5 µM],97.8[5 µM],70.6[5 µM],75.5[5 µM]
COc1ccc2nc(Cl)c(-c3nnc(-c4ccccc4Cl)o3)nc2c1,103.1,104.5,106.0,99.1,110.7,109.3,106.8,92.4
# (more compounds)
SMILES,M14,A549/ATCC,EKVX,SK-MEL-5,SK-MEL-2,MALME-3M,UACC-257,UACC-62
CC(C)C[C@H](NC(=O)[C@H](Cc1cccc2ccccc12)NS(=O)(=O)c1cccc2cccnc12)B(O)O,-47.4*,5.4*,6.8*,-85.8*,-41.2*,-76.9*,15.4,-50.9*
CN(N=C1CCC(C2CCCCC2)CC1)c1ccccc1 (stereo unspecified),104.1,97.9,92.4,103.8,98.8,90.5,110.5,89.4
COc1cc(Cn2c(SCCC(=O)Cc3ccc(S(N)(=O)=O)cc3)nc3ccccc3c2=O)cc(OC)c1OC,97.6,83.8,·,77.7,94.8,106.6,91.2,83.1
C=C(C)C1CC=C(C)CC1 (stereo unspecified),104.3,103.3,104.8,101.7,113.6,106.5,106.5,108.0
CCOC(=O)c1cnn2c(-c3ccc(Cl)cc3)nc(SCC)nc12,82.9,73.2,71.0,84.4,83.7,97.3,74.9,55.1
CC(C)=NNS(=O)(=O)c1ccc(C)cc1,106.1,89.8,·,100.2,121.3,97.6,90.8,104.5
OCC1OC(OC2OC(CO)C(O)C(O)C2O)C(O)C(O)C1O (stereo unspecified),104.5,110.0,·,109.5,110.5,·,111.7,115.8
CCOc1ccc(-c2cc(-c3cc(C(C)C)c(O)cc3C)nn2-c2ccc(S(N)(=O)=O)cc2)cc1,49.3,32.0,30.9,26.3,54.5,65.8,46.8,24.0
COc1c2c(c(OC)c3occc13)OC(C)=C1SC(N)=C(C#N)C12 (stereo unspecified),95.6,107.5,86.3,97.2,100.6,123.3,99.1,97.1
CC(=O)NCCOc1ccc([N+](=O)[O-])cc1Cl,113.7,104.0,·,101.1,114.6,101.9,98.6,101.8
COc1ccc(-c2nn(-c3cccc(Cl)c3)cc2-c2cc(-c3ccccc3)nc(N)c2C#N)cc1,74.4,79.7,72.4,83.2,73.2,83.9,106.0,74.9
Nc1ccc(NC(=O)c2ccc(C(=O)Nc3ccc(N)cc3)cc2)cc1,96.2,96.1,112.6,106.6,107.9,139.1,65.5,78.5
CCCC(=O)c1cccs1,104.7,99.3,·,105.3,114.8,107.3,92.5,95.1
CCCOC(=O)COc1ccccc1,·,109.3,112.2,110.5,102.9,113.1,100.4,99.0
COC(=O)CC(O)c1ccccc1 (stereo unspecified),103.4,92.2,125.9,99.4,104.8,112.0,100.7,104.1
CC1=C(C(=O)/C=C/c2ccc(Cl)cc2)C(c2ccccc2)NC(=S)N1 (stereo unspecified),91.1,97.3,99.2,97.7,109.4,101.4,107.5,93.1
Cc1ccc(S(=O)(=O)OC2C(C)(C)C(OS(=O)(=O)c3ccc(C)cc3)C2(C)C)cc1 (stereo unspecified),99.1,109.3,110.3,109.7,109.7,116.1,117.1,106.2
O=C1CCC(C(=O)NCCNCCNC(=O)C2CCC(=O)N2)N1 (stereo unspecified),96.5,88.4,100.4,91.3,99.8,104.5,93.0,99.4
COC(=O)c1c(NC(=O)c2cc(C)oc2C)sc(C)c1C,88.9,100.9,78.3,95.3,94.5,96.5,98.5,65.8
Nc1c(C(=O)Nc2cccc3cnccc23)sc2nc3c(cc12)C(=O)CCC3,74.6,87.4,91.6,47.6,77.2,88.3,95.6,43.1
Cn1cccc1C(=O)c1n[nH]n2c1nc(=O)c1sccc12,92.0,88.5,86.3,96.3,93.2,97.3,·,88.8
CCN(CCOC(=O)Nc1ccc(Cl)cc1)C(=O)Nc1ccc(Cl)cc1,95.3,76.3,·,89.2,102.1,97.1,·,73.4
O=C(CC1(O)C(=O)Nc2ccc(F)cc21)c1ccc(NS(=O)(=O)c2ccccc2)cc1 (stereo unspecified),110.5,109.9,83.6,98.8,113.1,102.0,100.7,96.6
COC(=O)c1ccc(OC)cc1,96.7,104.7,94.0,108.4,117.0,101.1,119.3,96.4
COc1ccc(-c2ccc(-c3ccc(C(=N)N)s3)s2)cc1,-55.1*,·,·,-97.8*,-78.4*,-61.4*,·,-91.0*
# (next part)
SMILES,M14,A549/ATCC,EKVX,SK-MEL-5,SK-MEL-2,MALME-3M,UACC-257,UACC-62
CN(C)CC(C(=O)c1ccccc1)c1ccccc1 (stereo unspecified),-1.1*,71.4,89.6,64.2,34.7,57.7,32.7,34.8
CS(=O)(=O)Nc1ccc(C(=O)N/N=C/c2ccccc2O)cc1,55.8,89.4,73.6,67.5,78.1,76.5,90.9,64.7
N#C/C(=C/c1ccc(Cl)cc1)c1nc(-c2cc3cc(Br)ccc3o2)cs1,104.5,95.4,89.8,99.3,93.4,98.2,111.0,94.7
O=C(Nc1ccc(NCCN2CCOCC2)nc1)c1ccncc1,104.0,91.9,119.2,95.7,101.9,109.2,90.3,95.8
CSc1nc2c(c(=O)n1C)CN(c1ccccc1)C(=O)CN2,95.1,94.0,92.4,99.7,89.8,·,89.9,89.8
CC(C)(C)c1ccc(N2C(=O)[C@@]3(Oc4ccccc4[C@H]4CC(c5ccc(Br)cc5)=NN43)c3ccccc32)cc1,62.1,45.6,33.7,49.5,43.9,81.2,79.4,28.4
CC[N+](CC)(CC)CC,102.1,·,·,106.0,105.1,101.7,·,113.4
OC(COc1ccc(Cl)cc1)CN1CCN(c2ccccc2Cl)CC1 (stereo unspecified),105.4,108.1,91.1,103.9,117.3,84.1,95.8,99.5
CCCC(=O)Nc1sc2c(c1C(N)=O)CCCC2,105.5,90.4,94.4,103.0,97.4,106.5,·,95.4
Cc1ccc(-c2cc(-c3ccccc3)n3nc(-c4ccc(Cl)cc4)cc3n2)cc1,95.7,110.2,94.1,103.6,132.9,101.7,119.4,100.9
CC[C@]1(O)C[C@@H]2CN(Cc3c([nH]c4ccccc34)[C@@](C(=O)OC)(c3cc4c(cc3OC)N(C)[C@H]3[C@@](O)(C(=O)OC)[C@H](OC(C)=O)[C@]5(CC)[C@@H]6C[C@@H]6CN6CC[C@]43[C@@H]65)C2)C1,-23.2*,22.2,·,3.0*,9.7*,38.0,71.7,34.0
c1ccc(C2NCCO2)cc1 (stereo unspecified),106.7,91.0,95.1,97.5,105.7,109.7,90.1,·
CSc1nc2ccccc2cc1/C=N/O,91.3,90.9,75.4,96.6,92.7,126.0,79.7,74.1
CCC1C(C)(C)c2ccc(C)cc2C1(C)C (stereo unspecified),98.3,90.3,105.1,102.8,103.0,95.7,90.1,101.0
CCCCCCC(C(=O)O)(C(=O)O)C1CCCCCC1,96.9,102.5,100.2,101.5,106.7,83.9,112.0,101.8
COc1ccc(C2=Nc3c(N)nc(N)nc3NC(c3cccc(Nc4ccnc5cc(C(F)(F)F)ccc45)c3)C2)cc1 (stereo unspecified),67.2,63.1,72.3,61.4,75.5,78.3,87.8,88.9
CCN1CCN(c2cc(-c3cn[nH]c3-c3cc(C)cc(OC)c3)nc(-c3cccnc3)n2)CC1,83.1,82.3,106.1,81.9,93.6,91.9,84.8,101.5
CC1=C(C)C(=O)C(Nc2ccc3c(c2)OCCO3)=C(Br)C1=O,105.7,107.4,73.7,89.1,113.5,121.9,102.4,92.1
O=S(CC(O)c1ccccc1)c1ccccc1 (stereo unspecified),105.5,83.6,·,101.1,117.7,109.4,107.8,104.3
Cc1ccccc1-n1nnc(C(=O)Nc2ccc(-c3ccccc3)cc2)c1C,70.9[50 µM],56.9[50 µM],50.6[50 µM],27.9[50 µM],58.9[50 µM],63.2[50 µM],62.8[50 µM],47.9[50 µM]

# Sorted by length of the SMILES (ascending): eleven of the compounds above.
SMILES,M14,A549/ATCC,EKVX,SK-MEL-5,SK-MEL-2,MALME-3M,UACC-257,UACC-62
CC[N+](CC)(CC)CC,102.1,·,·,106.0,105.1,101.7,·,113.4
c1ccc(C2NCCO2)cc1 (stereo unspecified),106.7,91.0,95.1,97.5,105.7,109.7,90.1,·
CSc1nc2c(c(=O)n1C)CN(c1ccccc1)C(=O)CN2,95.1,94.0,92.4,99.7,89.8,·,89.9,89.8
OC(COc1ccc(Cl)cc1)CN1CCN(c2ccccc2Cl)CC1 (stereo unspecified),105.4,108.1,91.1,103.9,117.3,84.1,95.8,99.5
CS(=O)(=O)Nc1ccc(C(=O)N/N=C/c2ccccc2O)cc1,55.8,89.4,73.6,67.5,78.1,76.5,90.9,64.7
CC1=C(C)C(=O)C(Nc2ccc3c(c2)OCCO3)=C(Br)C1=O,105.7,107.4,73.7,89.1,113.5,121.9,102.4,92.1
Cc1ccccc1-n1nnc(C(=O)Nc2ccc(-c3ccccc3)cc2)c1C,70.9[50 µM],56.9[50 µM],50.6[50 µM],27.9[50 µM],58.9[50 µM],63.2[50 µM],62.8[50 µM],47.9[50 µM]
Cc1ccc(-c2cc(-c3ccccc3)n3nc(-c4ccc(Cl)cc4)cc3n2)cc1,95.7,110.2,94.1,103.6,132.9,101.7,119.4,100.9
CCN1CCN(c2cc(-c3cn[nH]c3-c3cc(C)cc(OC)c3)nc(-c3cccnc3)n2)CC1,83.1,82.3,106.1,81.9,93.6,91.9,84.8,101.5
CC(C)(C)c1ccc(N2C(=O)[C@@]3(Oc4ccccc4[C@H]4CC(c5ccc(Br)cc5)=NN43)c3ccccc32)cc1,62.1,45.6,33.7,49.5,43.9,81.2,79.4,28.4
CC[C@]1(O)C[C@@H]2CN(Cc3c([nH]c4ccccc34)[C@@](C(=O)OC)(c3cc4c(cc3OC)N(C)[C@H]3[C@@](O)(C(=O)OC)[C@H](OC(C)=O)[C@]5(CC)[C@@H]6C[C@@H]6CN6CC[C@]43[C@@H]65)C2)C1,-23.2*,22.2,·,3.0*,9.7*,38.0,71.7,34.0

# Screens from PubChem BioAssay.
